# Screening data from PubChem.
# AmpC inh detg – AmpC beta-lactamase inhibition with detergent present; AmpC hydrolysis of nitrocefin, absorbance 480 nm, 0.01% Triton; actives 0.041% (n = 370,000); P00811; Potency, µM (series often up to 114 µM), inactives show at the highest dose activity change, negative = inhibition, actives largely listed as inhibitors; AID 485294;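 also: potency is read from the fitted curve at half-maximal effect; 0% = no-compound wells and -100% = no-enzyme wells; nearly all actives have a fitted effect of over 25% in size; some results filed as inactive show a strong effect at the top dose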
# Target sequence (P00811 whole entry, looked up): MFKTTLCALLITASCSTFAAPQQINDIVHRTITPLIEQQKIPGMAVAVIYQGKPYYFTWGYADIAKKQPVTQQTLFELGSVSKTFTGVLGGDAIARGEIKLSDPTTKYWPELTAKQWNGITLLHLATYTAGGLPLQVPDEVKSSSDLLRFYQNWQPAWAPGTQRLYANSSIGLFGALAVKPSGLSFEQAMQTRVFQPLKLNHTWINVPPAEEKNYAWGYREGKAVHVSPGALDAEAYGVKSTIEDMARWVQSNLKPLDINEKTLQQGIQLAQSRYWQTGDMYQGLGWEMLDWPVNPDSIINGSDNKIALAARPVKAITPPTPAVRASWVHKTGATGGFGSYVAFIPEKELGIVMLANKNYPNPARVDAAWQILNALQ
#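 AmpC (5.3 nM in the dispensed reagent) in 20 mM phosphate pH 7.0 with 0.01% (detergent screen) or 0.0001% Triton X-100 was preincubated with compounds for 15 min at room temperature. Nitrocefin was then added from an 800 uM solution, and hydrolysis was followed at 480 nm.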
# Sm TGR block – S. mansoni TGR enzyme inhibition; Q962Y6; purified TGR, DTNB reduction, TNB absorbance 405 nm; Potency, µM (series often up to 114 µM), for the others: at the top dose activity change, negative = inhibition, actives largely listed as inhibitors; actives 3% (n = 360,000); AID 485364; also: potency is read from the fitted curve at half-maximal effect; nearly all actives have a fitted effect of over 60% in size
#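 Kinetic colorimetric format: TGR-catalysed, NADPH-driven DTNB reduction monitored via TNB absorbance. Enzyme dispensed at 20 nM; compound exposure 15 min at room temperature before reaction start.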
# AmpC no deterg – AmpC beta-lactamase inhibition without detergent. P00811. AmpC nitrocefin hydrolysis, absorbance 480 nm, 0.0001% Triton. Potency, µM (highest dose often 57.1 µM), without a hit: at the highest dose activity change, negative = inhibition, actives largely listed as inhibitors. actives 0.52% (n = 330,000). AID 485341;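 also: potency is read from the fitted curve at half-maximal effect; plate controls were no compound for no effect and no enzyme for full effect; nearly all actives have a fitted effect of over 20% in size; some results filed as inactive show a strong effect at the top dose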
#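 AmpC (5.3 nM in the dispensed reagent) in 20 mM phosphate pH 7.0 with 0.01% (detergent screen) or 0.0001% Triton X-100 was preincubated with compounds for 15 min at room temperature. Nitrocefin was then added from an 800 uM solution, and hydrolysis was followed at 480 nm.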
# HCMV inh – inhibitors of human cytomegalovirus | activity change, negative = inhibition, % at 57.5 µM | HFF cells, HCMV-luciferase reporter, 72 h; hits give low values | actives 4.5% (n = 410,000); in the data active = activity change below about -60%; inconclusive = no clear call, values can overlap the other calls; inactive = above about -39%
#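 Two-dose cell screen: HFF monolayers treated with compounds and infected with luciferase-expressing HCMV at 1 PFU/cell, 72 h at 37C, then lysed for luciferase measurement.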
# Giardia FBPA inh – inhibitors of Giardia lamblia fructose-1,6-bisphosphate aldolase | A8B2U2 | purified Giardia FBPA | Potency, µM (series often up to 59.6 µM), for the others: at the top dose activity, negative = inhibition, most hits filed as inhibitors | actives 0.71% (n = 290,000) | AID 2451; also: potency is read from the fitted curve at half-maximal effect; nearly all actives have a fitted effect of over 55% in size
# Target sequence (A8B2U2 whole entry, looked up): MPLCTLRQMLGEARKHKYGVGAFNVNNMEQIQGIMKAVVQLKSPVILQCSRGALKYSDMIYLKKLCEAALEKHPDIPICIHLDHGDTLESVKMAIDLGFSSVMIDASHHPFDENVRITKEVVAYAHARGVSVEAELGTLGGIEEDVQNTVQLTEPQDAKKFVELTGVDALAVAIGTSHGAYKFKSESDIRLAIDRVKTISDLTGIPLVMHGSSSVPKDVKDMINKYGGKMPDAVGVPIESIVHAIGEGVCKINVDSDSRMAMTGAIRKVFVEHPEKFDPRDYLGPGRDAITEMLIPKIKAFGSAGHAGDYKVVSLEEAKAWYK
#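 40 nM FBPA preincubated 10 min at RT with compound (up to 57.5 uM final), then substrate plus GAPDH/TPI/NAD/arsenate coupling and diaphorase/resazurin added. Fluorescence read after 20 min at RT, 525/598 nm.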
# HCV inhibitor – blocks hepatitis C virus. Potency, µM (top dose mostly 41.8 µM), inactives show at the top dose activity change, negative = inhibition, hits mostly inhibitors. actives 3.4% (n = 340,000). Huh7.5.1 HCVcc-Cre infection, luciferase reporter, 44 h; also: potency is read from the fitted curve at half-maximal effect
#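 Cells (1,000/well) were plated 4 h before compound, then infected with HCVcc-Cre virus (~0.5 moi). After 44 h further culture, infection was read as luciferase luminescence following a 15 min substrate incubation at room temperature.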
# * marks the source's active call; other numbers are inactive results; ? = inconclusive; · = not tested or not shown; & = joins results of further samples; [ ] = dose if it differs, or a comment. Unless noted, calls follow the shape of the dose curve; as a rule, active = well fitted curve in the direction sought with a large enough effect; inconclusive = small, poorly fitted or top-dose-only effect, or another doubt; inactive = no such curve, though single readings can be large; an effect the other way counts as inactive or inconclusive. Unless noted, % is scaled to controls: 0 for no effect and ±100 for the full control effect.
SMILES,AmpC inh detg,Sm TGR block,AmpC no deterg,HCMV inh,Giardia FBPA inh,HCV inhibitor
CCOC(=O)C1CCCN(C(=O)Cn2c(=O)c3cccn3c3cccnc32)C1 (configuration not stated),-1%,-8%,-5%,27,·,?
COc1cc(C)c(Br)cc1S(=O)(=O)NCCCN1CCOCC1,-7%,0%,44%,-8,1%,8%
Cc1ccc2[nH]c(=O)c(CN(c3cccc(C)c3C)S(=O)(=O)c3ccccc3)cc2c1,4%,6%,-34%,·,·,?
COc1ccc(CN2CCNC(=O)C2CC(=O)N(C)Cc2nccs2)c(OC)c1 (configuration not stated),-5%,0%,19%,19,-12%,17%
O=C(CC1N=C2c3ccccc3N=C(SCc3ccccc3F)N2C1=O)NCc1cccs1 (configuration not stated),9%,9%,·,10,·,·
Cc1ccc(NS(=O)(=O)c2cccc(C(=O)N(C)Cc3cccs3)c2)cc1,-12%,0%,-5%,-27,·,-4%
CCN1C(=O)C(O)(CC(=O)c2cccc(-n3cccc3)c2)c2ccccc21 (configuration not stated),-3%,-33%,63%[activator],-31,-11%,-20%
Cc1ccc(-n2nnc(-c3nc(-c4cccs4)no3)c2N)c(C)c1,12%,7%,·,0,·,·
CC(C(=O)OCC(=O)NC1CCCC1)N1C(=O)c2ccccc2C1=O (configuration not stated),·,·,1%,4,·,5%
Cc1cccc(C(=O)NC2CCN(CC(=O)N3CCOCC3)CC2)c1,-13%,-1%,-5%,?,-1%,9%
O=C(Nc1cccn2ncnc12)c1ccc(Cl)cc1,0%,-5%,-18%,-35,4%,2%
CC(=O)c1ccc(-c2ccc(C(=O)NCC(c3ccco3)N(C)C)o2)cc1 (configuration not stated),·,·,-11%,22,·,-19%

# By substructure: the compounds so far with sulfur
SMILES,AmpC inh detg,Sm TGR block,AmpC no deterg,HCMV inh,Giardia FBPA inh,HCV inhibitor
COc1cc(C)c(Br)cc1S(=O)(=O)NCCCN1CCOCC1,-7%,0%,44%,-8,1%,8%
Cc1ccc2[nH]c(=O)c(CN(c3cccc(C)c3C)S(=O)(=O)c3ccccc3)cc2c1,4%,6%,-34%,·,·,?
COc1ccc(CN2CCNC(=O)C2CC(=O)N(C)Cc2nccs2)c(OC)c1 (configuration not stated),-5%,0%,19%,19,-12%,17%
O=C(CC1N=C2c3ccccc3N=C(SCc3ccccc3F)N2C1=O)NCc1cccs1 (configuration not stated),9%,9%,·,10,·,·
Cc1ccc(NS(=O)(=O)c2cccc(C(=O)N(C)Cc3cccs3)c2)cc1,-12%,0%,-5%,-27,·,-4%
Cc1ccc(-n2nnc(-c3nc(-c4cccs4)no3)c2N)c(C)c1,12%,7%,·,0,·,·

# Going on with the list:
SMILES,AmpC inh detg,Sm TGR block,AmpC no deterg,HCMV inh,Giardia FBPA inh,HCV inhibitor
Cc1ccnc(NC(=O)c2cccc(NC(=O)COc3ccccc3)c2)c1,?,-19%,-44%,-36,-1%,-1%
Cc1noc(NS(=O)(=O)c2ccc(NC(=O)CCn3c(=O)oc4ccccc43)cc2)c1C,-5%,16µM*,-6%,-3,24%,9%
COc1cccc(N2CCN(c3c4c(nc5ncnn35)CCC4)CC2)c1,-10%,-22%,4%,-86*,0%,?
FC(F)Sc1ccc(NC2=NCCCCC2)cc1,-3%,2%,-19%,-2,-21%,-8%
COc1ccc(-c2noc(-c3ccccc3C(=O)NCc3ccco3)n2)cc1,?,-23%,-18%,32,3%,-19%
COc1ccc(C(Sc2ccccc2)c2ccccc2)cc1OC (configuration not stated),?,-15%,7%,6,·,-6%
CC(=O)Nc1cccc(NC(=O)c2ccc3c(c2)CCN3S(=O)(=O)c2ccccc2)c1,?,-1%,33%,-13,7%,?
CCN(CC)C(=O)Cn1c(=O)n(-c2ccc(Cl)c(Cl)c2)c(=O)c2c(C)c(C(=O)N(CC)CC)sc21,-1%,13%,·,12,·,·
COc1ccc(CNC(=O)Cn2ccc3cc(S(=O)(=O)N4CCCCCC4)ccc32)cc1OC,?,0%,·,-10,·,·
Cc1cc(C)nc(NS(=O)(=O)c2ccc(NC(=O)c3ccco3)cc2)n1,-14%,2%,-20%,14,-2%,-1%
COc1ccccc1CNS(=O)(=O)c1cc2c3c(c1)CCC(=O)N3CCC2,-16%,-1%,-16%,-17,·,-28%
O=C(CN1C(=O)COc2ccc(S(=O)(=O)N3CCCC3)cc21)N1CCCC1,1%,8%,6%,-30,0%,4%
Cn1c(SCCC(=O)O)nnc1-c1ccncc1,4%,-31%,-19%,-24,1%,8%
O=C(CSc1nnc(-c2cccnc2)n1Cc1ccco1)c1ccc(Cl)cc1,?,?,32%,2,-4%,-4%
CC(C)S(=O)(=O)C1=NSC2=NC(=O)/C(=C\c3ccc(-c4cccc(C(=O)O)c4)o3)C(=N)N21,7%,?,-19%,-38,8%,16%
CCN(CC)C(=O)c1sc(NC(=O)Cc2ccc(OC)cc2)c(C#N)c1C,2%,-17%,10%,24,-1%,?
CN1C(=O)C(=Cc2cc([N+](=O)[O-])ccc2N2CCCCC2)C(=O)N(C)C1=O,?,-5%,-25%,-16,3%,9%
CC1=NOC(=O)/C1=C\c1ccc2c(c1)OCO2,-4%,-20%,-19%,120,-23%,13%
COc1ccc(S(N)(=O)=O)cc1C(=O)N1CCCC1,0%,·,-8%,?,3%,-17%
COC(=O)[C@H](NC(=O)c1cc(-c2ccccc2)nc2ccccc12)c1ccccc1,·,·,·,-24,-5%&11%,35µM*
CCc1ccc(S(=O)(=O)Nc2cccc(-c3ccc4nnc(C)n4n3)c2)s1,-16%,-3%,-13%,-6,·,?
CCCOc1ccc(/C=c2\sc3nc(-c4ccco4)nn3c2=O)cc1OCC,-10%,-28%,-29%,89,-17%,11%&12%
COc1ccc(C(CC(=O)Nc2ncccc2C)N2Cc3ccccc3C2=O)cc1 (configuration not stated),2%,3%,3%,22,0%,15%
CCOC(=O)c1[nH]c(=O)[nH]c1COC(=O)c1cc2ccccc2o1,-4%,4.5µM*,-22%,15,-7%,14%

# In the list so far, these contain fluorine.
SMILES,AmpC inh detg,Sm TGR block,AmpC no deterg,HCMV inh,Giardia FBPA inh,HCV inhibitor
O=C(CC1N=C2c3ccccc3N=C(SCc3ccccc3F)N2C1=O)NCc1cccs1 (configuration not stated),9%,9%,·,10,·,·
FC(F)Sc1ccc(NC2=NCCCCC2)cc1,-3%,2%,-19%,-2,-21%,-8%

# (listing goes on)
SMILES,AmpC inh detg,Sm TGR block,AmpC no deterg,HCMV inh,Giardia FBPA inh,HCV inhibitor
O=C(NC1CCCN(c2ccc(C(F)(F)F)cn2)C1)c1ccnc(Cl)c1 (configuration not stated),-3%,-10%,6%,-4,-1%,·
Cc1c(C)c2ccc(OCc3ccc(C(=O)O)o3)c(C)c2oc1=O,-15%,0%,-18%,-101*,14%,19%
Cc1nc2ncccn2c1-c1csc(NCc2ccco2)n1,-4%,-14%,-11%,162,?,?
Cc1ccc(-c2nnc(SCC#CCOC(=O)c3cccs3)o2)cc1,2%,-20%,-21%,67,-10%,-5%
CC(C)(C)c1ccc2c(c1)OC(C(=O)N/N=C\c1ccncc1)CO2 (configuration not stated),-4%,0%,52%,4,0%,-4%
NNC(=O)c1cc(-c2ccco2)[nH]n1,-8%,-8%,-31%,-3,-5%,8%
CCCNC(=O)N1CCC(c2ccc3c(c2)OCO3)CC1,?,2%,-6%,-3,-1%,12%
COC(=O)N/N=C/c1cccc([N+](=O)[O-])c1,-4%,19%,-7%,32,0%,0%
CCN(C(=O)COC(=O)CNC(=O)C12CC3CC(CC(C3)C1)C2)C1CCS(=O)(=O)C1 (configuration not stated),4%,3%,-26%,-102*,-2%,-7%
CSc1ncccc1C(=O)OCC(=O)NCc1cccs1,·,·,-18%,13,·,1%
CCCOC1CCCN(Cc2nc(-c3cnccn3)no2)C1 (configuration not stated),6%,3%,-28%,-9,-4%,6%
Cc1onc(-c2c(Cl)cccc2Cl)c1C(=O)Nc1ccc2c(C(F)(F)F)cc(=O)oc2c1,-3%,16%,-13%,-12,-1%,?

# Just AmpC no deterg and HCMV inh, for two of the compounds above:
SMILES	AmpC no deterg	HCMV inh
Cc1ccc(-c2nnc(SCC#CCOC(=O)c3cccs3)o2)cc1	-21%	67
Cc1c(C)c2ccc(OCc3ccc(C(=O)O)o3)c(C)c2oc1=O	-18%	-101*

# The listing continues:
SMILES,AmpC inh detg,Sm TGR block,AmpC no deterg,HCMV inh,Giardia FBPA inh,HCV inhibitor
CCCC(=O)Nc1c2c(nn1-c1ccc(OC)cc1)CS(=O)C2 (configuration not stated),0%,-13%,-18%,3,0%,19%
CCOC(=O)c1[nH]c2ccccc2c1NC(=O)c1ccccc1F,-7%,-4%,·,-1,·,·
COc1cc(C(=O)Nc2cccc(-c3nc4cc(C)cc(C)c4o3)c2)cc(OC)c1OC,-6%,7%,-27%,-5,4%,-4%
COc1ccc(NC2CCCN(C(=O)c3csc(C)n3)C2)cc1 (configuration not stated),0%,-9%,-2%,30,-3%,11%
Cc1cccc(C)c1NC(=O)CNC(=O)c1cnccn1,·,·,-10%,?,·,16%
CSCCC(NC(=O)c1ccccc1)C(=O)NC1CC1 (configuration not stated),4%,-3%,-14%,-22,24%,10%
COc1cccc(NC(=O)COC(=O)c2ccc3c(c2)OCO3)c1,-1%,3%,-23%,-12,·,-15%
CCCCC(=O)Nc1c(C(=O)N2CCN(c3ccccc3F)CC2)oc2ccccc12,24%,-4%,·,-18,·,·
CCOCCCn1c(SCC(=O)NC(C)(C)C)nc2ccccc2c1=O,4%,3%,37%,38,4%,28%
CC1CCc2cc(F)ccc2N1C(=O)CN1C(=O)c2ccccc2C1=O (configuration not stated),?,13%,6%,-23,-12%,-3%
COc1ccc(-c2nc(C#N)c(NCC3CCCO3)o2)cc1 (configuration not stated),-4%,1%,?,39,-4%,-14%
